HTT ATP protect – cytoprotection in Huntington HTT-Q103 PC12 cell model. 0.14% of 230,000 active. Potency, µM (highest dose often 56.4 µM), for the others: cytoprotection (ATP increase), actives largely listed as activators. AID 1471. PC12 HTT-Q103 induced, cytoprotection, ATP luminescence, 40 h;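 note: potency is the fitted concentration of half-maximal effect; % of control where 0% means no effect; nearly all actives have a fitted effect of over 45% in size; toxic huntingtin expression switched on by the ecdysone agonist tebufenozide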
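Compounds added alongside 100 nM tebufenozide, which induces toxic Q103 huntingtin exon 1-GFP in stable PC12 cells; surviving cells quantified by luminescent ATP measurement. Medium: phenol red-free DMEM, 5% equine and 5% calf serum.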
GAA glycogen mod – GAA glycogen-cleavage inhibition or activation; P10253; recombinant GAA, glycogen substrate, Amplex Red glucose oxidase fluorescence; Potency, µM (doses to about 76.4 µM), for the others: at the highest dose activity change, negative = inhibition, most hits filed as inhibitors; 0.38% of 300,000 active; AID 2100;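 note: potency is the fitted concentration of half-maximal effect; 0% = full enzyme reaction and -100% = no-enzyme basal signal; the screen sought inhibitors and activators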
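Recombinant enzyme (4 nM final) with compounds titrated up to 77 uM and bovine liver glycogen (30 ug) in citrate pH 5.0, 0.01% Tween-20, 37 C 40 min. Released glucose detected by Amplex Red/glucose oxidase (Ex 573/Em 610); AC50 from Hill fits.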
GAA inhib – alpha-glucosidase (human) inhibition; AID 1466; 0.005% of 200,000 active; purified human GAA, 4-MU-alpha-glucoside fluorescence; P10253; Potency, µM (highest dose often 76.9 µM), inactives show at the top dose activity change, negative = inhibition, hits mostly inhibitors;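 note: potency is the fitted concentration of half-maximal effect; plate controls were uninhibited enzyme wells for no effect and no-enzyme background for full effect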
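Activity normalized between no-enzyme (basal) and enzyme-only wells. Conditions: 4 nM human enzyme, 400 uM fluorogenic substrate, citrate/phosphate pH 5.0 with Tween-20, 20 min room temperature, compounds up to 77 uM.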
CBFb RUNX1 block – blocks binding between human CBF-beta and RUNX1; Potency, µM (highest dose often 59.8 µM), for inactives: at the highest dose activity, negative = inhibition, usual class: inhibitors; AlphaScreen CBFb-His/RUNX1-biotin binding, biochemical; Q01196+Q13951; 230,000 tested, under 10 active; note: % of control where 0% means no effect
Target sequence (Q01196 whole entry, looked up): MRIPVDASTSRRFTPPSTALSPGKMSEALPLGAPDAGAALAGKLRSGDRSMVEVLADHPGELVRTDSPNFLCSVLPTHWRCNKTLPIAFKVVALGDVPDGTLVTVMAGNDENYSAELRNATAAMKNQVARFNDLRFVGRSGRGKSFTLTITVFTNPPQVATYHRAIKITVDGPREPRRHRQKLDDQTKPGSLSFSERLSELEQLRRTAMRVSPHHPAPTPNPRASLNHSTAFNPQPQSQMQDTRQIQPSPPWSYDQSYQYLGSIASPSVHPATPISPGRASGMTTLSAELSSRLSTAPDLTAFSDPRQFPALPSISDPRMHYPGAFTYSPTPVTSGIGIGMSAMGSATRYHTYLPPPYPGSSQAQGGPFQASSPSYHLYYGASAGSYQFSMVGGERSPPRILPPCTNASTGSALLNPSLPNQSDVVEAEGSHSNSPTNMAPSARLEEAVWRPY
Target sequence (Q13951 whole entry, looked up): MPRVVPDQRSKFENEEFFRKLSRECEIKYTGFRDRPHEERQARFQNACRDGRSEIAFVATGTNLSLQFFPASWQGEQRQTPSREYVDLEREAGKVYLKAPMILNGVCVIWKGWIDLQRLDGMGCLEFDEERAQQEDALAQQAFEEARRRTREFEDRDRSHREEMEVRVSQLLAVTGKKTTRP
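Proteins preincubated together for 20 min at RT before compound addition; 15 min later, nickel and streptavidin beads were added and left 90 min prior to AlphaScreen measurement.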
HttQ103 aggreg – reduces HttQ103-GFP aggregates in PC12 cells; PC12 HttQ103-GFP aggregates, Acumen cytometry, 40 h; Potency, µM (doses to about 46.1 µM), for the others: top-dose activity change, negative = inhibition, actives largely listed as inhibitors; 1.1% of 220,000 active; note: potency is the fitted concentration of half-maximal effect; % is set by controls: 0 for no effect and ±100 for the full control effect; nearly all actives have a fitted effect of over 60% in size
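PC12 cells stably carrying ecdysone-inducible HTT exon 1 Q103–GFP were induced with tebufenozide (100 nM final) and treated with library compounds in titration. GFP aggregates in lysates were counted by laser scanning cytometry.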
aGlu spleen mod – lysosomal alpha-glucosidase (human) modulation; 0.006% of 240,000 active; human spleen homogenate, 4-MU-alpha-glucoside fluorescence; P10253; Potency, µM (highest dose often 79.9 µM), inactives show at the top dose activity change, negative = inhibition, usual class: inhibitors;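 note: potency is the fitted concentration of half-maximal effect; 0% = enzyme with vehicle and -100% = no enzyme basal signal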
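Compounds were titrated against alpha-glucosidase in spleen homogenate at pH 5.0, with 1 mM 4-methylumbelliferyl substrate for 40 min at 37 C. Reactions were quenched with pH 10 NaOH/glycine and fluorescence measured.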
LMNA splice mod – changes lamin A minigene splicing in HeLa cells. 0.01% of 200,000 active. Potency, µM (titrated, usually from 46.1 µM), for the others: top-dose ratio change, negative = inhibition, most hits filed as inhibitors. HeLa LMNA splicing GFP/RFP minigene ratio, 48 h. AID 1487; active = well fitted inhibition curve with a large enough effect in the signal ratio, with a control signal flat, not every such curve was filed as active; inconclusive = small, poorly fitted or top-dose-only effect, or effect the other way, or a change in a side signal; the % refers to the signal ratio; note: potency is the fitted concentration of half-maximal effect; % is set by controls: 0 for no effect and ±100 for the full control effect
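S3 HeLa cells stably expressing lamin A-EGFP splicing minigene plus DsRed2, 600 cells/well, 48 h compound exposure at 37C. Laser-scanning cytometry; analysed as GFP (500-530 nm)/RFP (575-640 nm) total intensity ratio; 0.5% DMSO vehicle.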
Starred values were filed as active, the others as inactive; ? = inconclusive; . = no result given; & = joins results of further samples; [ ] = dose if it differs, or a comment. Unless noted, calls come from the whole dose curve; as a rule, active = well fitted curve in the direction sought with a large enough effect; inconclusive = small, poorly fitted or top-dose-only effect, or another doubt; inactive = no such curve, though single readings can be large; an effect the other way counts as inactive or inconclusive.

SMILES | HTT ATP protect | GAA glycogen mod | GAA inhib | CBFb RUNX1 block | HttQ103 aggreg | aGlu spleen mod | LMNA splice mod
CN(C)S(=O)(=O)c1cccc(NC(=O)c2cc3c(cc2Cl)N2CCCCCC2=NS3(=O)=O)c1 | -17% | -7% | 0% | -2% | 15% | 4% | -19%[46 µM]
COc1ccc(C(=O)CSc2ncnc3nc[nH]c23)cc1 | -8%[10 µM] | 4% | . | 5% | -7%[9.22 µM] | 3% | .
CC(C)OC(=O)c1cc2ccccc2oc1=O | 3% | -29% | -5% | 1% | 0% | -5% | 8%
Cc1ccc2c(c1)NC(=O)C(CC(=O)NCCCN1CCCCC1)O2 (centres undefined) | 14% | -13% | 7% | 9% | -10% | -1% | -8%
COc1ccc(N2C(=O)CC(SCCc3nc4ccccc4[nH]3)C2=O)cc1 (centres undefined) | 19% | 2% | 8% | 1% | -6% | -7% | 14%
CCCOCn1cc(F)c(=O)[nH]c1=O | -10%[10 µM] | -1% | 5% | -3% | -5% | -3% | -6%
O=C(NCCCN1CCOCC1)c1cc(-c2ccc(F)cc2)on1 | -16% | 5% | -10% | 3% | 10% | -7% | 7%
Cc1ccc(C(=O)N/C(=C/c2cccc([N+](=O)[O-])c2)C(=O)NCC2CCCO2)cc1 (centres undefined) | -7% | 6% | -3% | 1% | -6% | -9% | .
Cc1cc(C(F)F)n2ncc(C(=O)NCc3ccc(F)cc3)c2n1 | 10%[10 µM] | -1% | . | 7% | -26%[9.22 µM] | -5% | .
Cc1ccc(OCc2nnc(SCC(=O)NCc3ccco3)n2C)cc1 | 0%[10 µM] | -4% | 3% | -2% | 5% | -6% | -4%
O=C(Cc1ccccc1)NC(=S)Nc1ccc(N2CCCCC2)cc1 | -3%[0.074 µM] | -3% | ? | ? | 3% | 1% | 0%
CN(C)S(=O)(=O)c1cccc(NC(=O)c2cc(-c3cccs3)nc3ccccc23)c1 | 19%[10 µM] | 6% | 7% | -9% | 7% | 1% | ?
CC(=O)Nc1ccc(S(=O)(=O)/N=C2\SCCN2S(=O)(=O)c2ccc(NC(C)=O)cc2)cc1 | -10% | 27% | -10% | ? | 4% | 4% | 21%
COc1ccc(C(C)NC(=O)c2ccccc2Cl)cc1OC (centres undefined) | -7%[10 µM] | 10% | -2% | -11% | -18% | 10% | 1%
CC(=O)NC(C)C(=O)OCC(=O)c1ccc(-c2ccccc2)cc1 (centres undefined) | -30%[inhibitor] | 6% | -13% | 8% | -4% | 4% | ?
CC1(C)CC(=O)C(CC2CCCCC2=O)C(=O)C1 (centres undefined) | -5%[10 µM] | 0% | . | -1% | -5%[9.22 µM] | -3% | .
Cc1ccc(C(=O)COC(=O)CCc2nc3ccccc3[nH]c2=O)cc1C | -1%[10 µM] | 7% | -10% | 5% | 7% | 3% | 21%
C/C=C1\C(=O)CC2C3CCC4=CC(=O)CC[C@]4(C)C3CC[C@]12C (some centres undefined) | ? | . | . | -1%&-2% | . | 8%&2% | -16%
O=C(C1CCC1)N1CCc2cc(S(=O)(=O)NCCN3CCN(c4ccccc4F)CC3)ccc21 | -45%[inhibitor] | 5% | 6% | -3% | -32% | -20% | -2%[0.0737 µM]
O=C(COC(=O)c1ccccc1)c1ccc(Br)cc1 | 2% | 3% | 1% | -7% | 4% | -8% | -9%
CC(=O)Oc1ccc(N(C(C)=O)S(=O)(=O)c2ccc(C)c([N+](=O)[O-])c2)cc1 | 10%[10 µM] | 7% | 5% | -3% | 20% | -3% | -12%
O=C(NCCN1CCOCC1)c1ccc2c(c1)N(Cc1ccccc1F)C(=O)CS2 | -15% | 5% | 7% | 1% | -4% | -16% | 14%[0.0737 µM]
COc1cccc(-c2cc(C(=O)Nn3cnnc3)c3ccccc3n2)c1 | -100%[inhibitor] | -1% | -10% | 0% | -3% | -6% | -6%
CCOc1cc(S(=O)(=O)NC2CCCC2)ccc1Cl | -9%[0.074 µM] | -10% | -13% | 9% | -4% | -5% | ?
NS(=O)(=O)c1cc2c(cc1C(F)(F)F)NCNS2(=O)=O | ? | 3% | -2%[15.4 µM] | 4% | 20% | -12% | ?
COc1ccc(N(C(=O)c2ccco2)S(=O)(=O)c2ccccc2)cc1 | -1%[10 µM] | -1% | 0% | -5% | -9% | -10% | -2%
CC(C)N(CC#CCC(O)(c1ccccc1)C1CCCC1)CCO (centres undefined) | -1%[10 µM] | 12% | -8% | -2% | 1%[9.22 µM] | -1% | .
CCCC(=O)N(Cc1cc2cc(C)ccc2[nH]c1=O)c1ccccc1OC | 10% | 1% | ? | 2% | 7% | -26% | -6%
Cc1ccc(-n2c(O)c(C=Nc3ccc(S(=O)(=O)Nc4ncccn4)cc3)c3ccccc3c2=O)cc1C | . | -5% | -15% | 7% | 20% | -1% | ?
Cc1ccc(N2C(=O)[C@@H]3[C@H](C2=O)C2c4ccccc4C=NN2[C@@H]3C(=O)c2ccc(Cl)cc2)cc1 (some centres undefined) | 21%[10 µM] | -1% | 1% | 1% | 17% | 8% | 8%

Three compounds from above with just aGlu spleen mod and HTT ATP protect:
SMILES | aGlu spleen mod | HTT ATP protect
CC(=O)Oc1ccc(N(C(C)=O)S(=O)(=O)c2ccc(C)c([N+](=O)[O-])c2)cc1 | -3% | 10%[10 µM]
O=C(NCCN1CCOCC1)c1ccc2c(c1)N(Cc1ccccc1F)C(=O)CS2 | -16% | -15%
COc1cccc(-c2cc(C(=O)Nn3cnnc3)c3ccccc3n2)c1 | -6% | -100%[inhibitor]

Further records follow.
SMILES | HTT ATP protect | GAA glycogen mod | GAA inhib | CBFb RUNX1 block | HttQ103 aggreg | aGlu spleen mod | LMNA splice mod
COc1ccc(S(N)(=O)=O)cc1N(C)S(=O)(=O)c1ccccc1 | . | -7% | -13% | 5% | 9% | -15% | -2%[46 µM]
O=C1C2CCCCC2C(=O)N1Cc1ccccc1 (centres undefined) | . | 7% | 9% | 5% | . | 3% | 18%[46 µM]
Cc1cc(C)c(NN=c2c(=O)c3ccccc3c2=O)c(C)c1 | -13% | 12% | 4% | -13% | -8% | -4% | 9%
C=CCn1c(=O)c2ccccc2n2c(SCc3csc(-c4ccccc4)n3)nnc12 | 3% | 1% | -8% | 0% | -20% | 0% | 15%
COc1ccccc1-n1c(C)nc2cc(C(=O)NCCN3CCOCC3)ccc21 | -36% | -9% | -1% | 2% | -17% | -11% | .
O=C(c1ccc(Cn2c(=O)[nH]c3ccsc3c2=O)cc1)N1CCN(c2ccccc2)CC1 | -32%[inhibitor] | -8% | 6% | 20% | -23% | -1% | 4%[46 µM]
Cc1[nH]c2ccccc2c1C(=O)COC(=O)c1c(-c2ccccc2Cl)noc1C | 19%[1.9 µM] | -7% | -11% | -1% | -31% | 4% | ?
COc1cccc(-n2ccnc2SCC(=O)N2CCCc3ccccc32)c1 | 9%[10 µM] | 3% | -1% | -4% | 11% | 4% | -8%
S=c1[nH]c(-c2ccccc2)cn1/N=C/c1cccc2ccccc12 | -41%[inhibitor] | 1% | -2% | ? | -28% | 3% | -11%[9.22 µM]
O=C(NC1CC1)C1=C[C@H](C2CCCCC2)C[C@H](OCc2ccc(CO)cc2)O1 | -9%[10 µM] | -1% | . | 14% | 17%[9.22 µM] | 5% | .

Ordered by value in GAA glycogen mod (lowest first): 3 from the list above.
molecule,GAA glycogen mod,CBFb RUNX1 block,HttQ103 aggreg,aGlu spleen mod,LMNA splice mod
O=C(c1ccc(Cn2c(=O)[nH]c3ccsc3c2=O)cc1)N1CCN(c2ccccc2)CC1,-8%,20%,-23%,-1%,4%[46 µM]
COc1ccc(S(N)(=O)=O)cc1N(C)S(=O)(=O)c1ccccc1,-7%,5%,9%,-15%,-2%[46 µM]
O=C(NC1CC1)C1=C[C@H](C2CCCCC2)C[C@H](OCc2ccc(CO)cc2)O1,-1%,14%,17%[9.22 µM],5%,.

Later entries:
SMILES | HTT ATP protect | GAA glycogen mod | GAA inhib | CBFb RUNX1 block | HttQ103 aggreg | aGlu spleen mod | LMNA splice mod
COc1ccc(-c2nnc(SCC(=O)N3CCOCC3)o2)cc1OC | 15%[10 µM] | -3% | 4% | 4% | 5% | 2% | -6%
CCOC(=O)c1ccc(NC(=O)COc2ccccc2OC)cc1 | 20% | 1% | -5% | 9% | -11% | -21% | 10%
Oc1ccc(-c2nc3ccccn3c2NCc2ccco2)cc1 | -5% | 14µM* | 2% | -4% | 23% | 3% | ?
O=C(OCC(=O)N1CCOCC1)c1ccccc1Cc1ccccc1 | -3%[1.9 µM] | -2% | 6% | -1% | 11% | 2% | -2%
CCN(c1ccccc1)S(=O)(=O)c1cc(NC(=O)Nc2ccccc2C#N)ccc1Cl | 33%[10 µM] | -7% | 2% | -3% | 8% | -1% | ?
CCNC(=S)NNC(=S)NCc1ccccc1 | . | ? | -4% | ? | 2% | -4% | 7%
O=C(O)/C=C/C(=O)Nc1ccc(SC(F)(F)C(F)(F)C(F)(F)F)cc1 | -57%[inhibitor] | -6% | -6% | 4% | -1% | 2% | ?
C=C(C)Cn1c(N2CCC(Cc3ccccc3)CC2)nc2c1c(=O)[nH]c(=O)n2C | 16%[10 µM] | 3% | -2% | 2% | 0% | -6% | -9%
O=C(c1ccco1)N(Cc1ccco1)c1ccc(O)cc1 | 5%[0.074 µM] | -1% | -5% | 6% | -17% | 1% | -4%
COC(=O)c1cc(NC(=O)c2ccc(F)cc2)cc(C(=O)OC)c1 | . | 22% | 14% | -4% | . | 0% | 13%[46 µM]
O=C(NC(=S)NCCO)c1cn(-c2ccccc2)nc1-c1ccccc1 | -47%[inhibitor] | -6% | -10% | 2% | -8% | -1% | .
O=C(C1CCC1)N1CCc2cc(S(=O)(=O)N3CCCCC3)ccc21 | -18% | 3% | 1% | 2% | -10% | -5% | 9%
c1ccc(-c2csc3ncn4nnnc4c23)cc1 | -17%[10 µM] | -1% | -5% | 2% | -18% | 3% | ?
CC(C)CC(=O)NC(=S)Nc1cccc2nsnc12 | 5% | 0% | -3% | -7% | ? | 2% | .
CC1CCN(c2ccc(C(=O)O)cc2NS(=O)(=O)c2ccc(Br)cc2)CC1 | . | 1% | -2% | -2% | 28% | 0% | 7%
O=C(NCC1(N2CCCCC2)CCCCC1)C1CC(=O)N(c2ccc3c(c2)OCCO3)C1 (centres undefined) | 13%[10 µM] | 6% | 2% | -5% | -2% | -5% | 8%[46 µM]
Cc1c(NC(=O)CSc2ncnc3ccccc23)c(=O)n(-c2ccccc2)n1C | 20%[10 µM] | 1% | -8% | 8% | 6% | -16% | ?
CCOc1ccccc1C(=O)N/N=C/c1cccc2cccnc12 | -24% | 2% | 1% | -23% | -29% | 2% | 6%[0.0737 µM]

High-throughput results as filed in PubChem BioAssay.
